D3 ag = agonists of human D3 dopamine receptor | P35462 | D3R DiscoveRx beta-arrestin cells, luminescence, 90 min | 410,000 compounds, 0.58% hits | max activation, %; in the data active means max activation above about 30%; further: 0% is about no effect; mostly tested at two doses, the higher about 12 µM
Target sequence (P35462 whole entry, looked up): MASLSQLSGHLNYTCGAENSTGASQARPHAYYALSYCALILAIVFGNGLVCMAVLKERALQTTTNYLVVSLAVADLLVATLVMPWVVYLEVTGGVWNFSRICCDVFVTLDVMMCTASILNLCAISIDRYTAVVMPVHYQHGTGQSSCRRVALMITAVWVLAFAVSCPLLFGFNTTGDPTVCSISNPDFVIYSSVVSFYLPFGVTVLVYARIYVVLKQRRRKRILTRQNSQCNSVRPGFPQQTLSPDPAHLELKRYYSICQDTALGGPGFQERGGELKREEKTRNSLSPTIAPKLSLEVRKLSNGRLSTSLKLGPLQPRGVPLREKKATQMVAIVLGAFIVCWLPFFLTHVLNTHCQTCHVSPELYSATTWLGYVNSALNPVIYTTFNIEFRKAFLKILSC
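Agonist mode: compounds and dopamine controls were applied to plated cells for 90 min at 37 degrees C after an overnight attachment at 1500 cells/well. Luminescent read-out followed 30 - 60 minutes at room temperature with DiscoveRx detection reagent.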
GLP1R inv ag = inverse agonists of human GLP-1 receptor | P43220 | HEK293 GLP-1R CRE-luciferase, luminescence, 24 h; GLP-1R form is constitutively active | Potency, µM (titrated, usually from 38.3 µM), inactives show at the highest dose activity change, negative = inhibition, most hits filed as inhibitors | 410,000 compounds, 1.6% hits; further: potency means the concentration at half of the fitted maximal effect; on the % scale 0 is the no-effect control and ±100 the full control effect; nearly all actives have a fitted effect of over 55% in size
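Constitutively active GLP-1R drives a cAMP-responsive luciferase in stably transfected HEK293 cells; test compounds are added after overnight (12 h) attachment and left 24 hr, and signal loss in luminescence marks inhibition.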
PLK1 PBD block = PLK1 (human) polo-box domain binding inhibition; P53350; Plk1 PBD binding of FITC phosphopeptide, fluorescence polarization; Potency, µM, inactives show max response, negative = inhibition, usual class: inhibitors; 360,000 compounds, 2.8% hits; further: potency means the concentration at half of the fitted maximal effect; series mostly up to about 57 µM; on the % scale 0 is the no-effect control and ±100 the full control effect; nearly all actives have a fitted effect of over 65% in size
Target sequence (P53350 whole entry, looked up, the tested form may be a part): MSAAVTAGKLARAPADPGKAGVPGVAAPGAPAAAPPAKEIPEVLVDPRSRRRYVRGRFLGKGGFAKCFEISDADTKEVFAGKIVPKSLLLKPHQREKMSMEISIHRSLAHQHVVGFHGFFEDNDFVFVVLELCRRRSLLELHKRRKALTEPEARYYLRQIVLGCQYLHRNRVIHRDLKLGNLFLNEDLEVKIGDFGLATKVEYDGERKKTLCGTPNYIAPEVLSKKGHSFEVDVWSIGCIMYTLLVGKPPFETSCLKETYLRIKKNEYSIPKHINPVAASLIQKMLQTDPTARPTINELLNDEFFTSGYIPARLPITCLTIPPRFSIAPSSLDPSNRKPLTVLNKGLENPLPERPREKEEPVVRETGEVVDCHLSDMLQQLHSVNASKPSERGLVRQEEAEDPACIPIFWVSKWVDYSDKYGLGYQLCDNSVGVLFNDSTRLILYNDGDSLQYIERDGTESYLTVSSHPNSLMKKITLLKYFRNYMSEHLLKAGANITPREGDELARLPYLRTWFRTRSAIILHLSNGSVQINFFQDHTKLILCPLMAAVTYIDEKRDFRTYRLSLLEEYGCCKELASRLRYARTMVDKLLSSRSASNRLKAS
WRN inhibitor = inhibitors of human WRN helicase; 360,000 compounds, 0.46% hits; WRN helicase unwinding, fluorescent forked duplex, kinetic; Q14191; Potency, µM (series often up to 114 µM), for inactives: at the highest dose activity change, negative = inhibition, actives largely listed as inhibitors; further: potency means the concentration at half of the fitted maximal effect; on the % scale 0 is the no-effect control and ±100 the full control effect; nearly all actives have a fitted effect of over 55% in size
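WRN at 20 nM final preincubated with compound 15 min at room temperature; reaction started with 100 nM fluorophore/quencher forked duplex oligonucleotide and 2 mM ATP final. Unwinding followed kinetically by red fluorescence (ex 525, em 598 nm).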
GLP1R ag = activates the human GLP-1 receptor; 380,000 compounds, 0.007% hits; HEK293 GLP-1R CRE-luciferase, luminescence, 4-6 h; cells express a hypersensitive GLP-1R form; Potency, µM (titrated, usually from 45.6 µM), for the others: at the highest dose activation, hits mostly activators; further: potency means the concentration at half of the fitted maximal effect; % of control where 0% means no effect
IL-2 act = activators of IL-2. 360,000 compounds, 0.065% hits. activation, % (series mostly up to about 46 µM). IL-2 activation reporter assay, cell-based qHTS; stimulated with anti-CD3/CD4/CD28 beads; in transgenic mouse T cells; in the data active means activation above about 50%; inconclusive means mostly about 30% to 49%; further: 0% is about no effect
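Readout is EGFP and DsRed signal by fluorescent plate cytometry after 18 h at 37 degrees C. Transgenic mouse T cells (750/well) received compound for 60 min before bead stimulation (anti-CD3, anti-CD4, anti-CD28); memory T cells served as non-tolerant control.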
PI5P4Ka inh = blocks human PI5P4K alpha kinase activity; P48426; PI5P4Kalpha enzyme, ADP-Glo luminescence, 60 min; hits give low values; max response, %; 330,000 compounds, 1.2% hits; active means max response of -50% or lower; inconclusive means between -30% and -50%; inactive means -30% or higher; further: value at the top dose of about 77 µM; on the % scale 0 is the no-effect control and ±100 the full control effect
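Quantitative HTS of the MLSMR library against PI5P4Kalpha with substrate. ATP added last at 5 microM final; room temperature, 60 minutes. Remaining ATP depleted, ADP converted and read as luminescence.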
HEK293 tox = cytotoxic in the GLP-1 receptor inverse agonist counter-screen | HEK293 cAMP-luciferase reporter cells, luminescence, 24 h | Potency, µM (titrated, usually from 38.3 µM), without a hit: at the highest dose activity change, negative = inhibition, usual class: inhibitors | 410,000 compounds, 0.13% hits | AID 624418;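 further: loss of luciferase light is scored as toxicity; potency means the concentration at half of the fitted maximal effect; on the % scale 0 is the no-effect control and ±100 the full control effect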
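Here, cytotoxicity is scored as loss of luminescence. The MLSMR collection was tested on cells seeded in medium containing 10% Nu serum, with a 24 hr compound exposure preceded by 12 hours of culture.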
DRD3 antagonist = blocks the human D3 dopamine receptor; P35462; D3R cells, DiscoveRx beta-arrestin luminescence, antagonist mode; hits give low values; max response, negative = inhibition, %; 360,000 compounds, 2.5% hits; in the data active means max response below about -50%; inconclusive means no clear call, values can overlap the other calls; further: on the % scale 0 is the no-effect control and ±100 the full control effect; mostly tested at two doses, the higher about 12 µM
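Cells expressing the human receptor were seeded at 1500 cells/well, incubated overnight at 37 degrees C in 5% CO2, then exposed to library compounds with dopamine controls for 90 minutes at 37 degrees C before luminescent detection.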
Numbers without * were called inactive; u = inconclusive; x = no result given; [ ] = remark or other dose. Unless noted, the call rests on the fitted dose curve; in most records, active means well fitted curve in the direction sought with a large enough effect; inconclusive means small, poorly fitted or top-dose-only effect, or another doubt; inactive means no such curve, though single readings can be large; an effect the other way counts as inactive or inconclusive.

Sample of the layout:
SMILES	D3 ag	GLP1R inv ag	PLK1 PBD block	WRN inhibitor	GLP1R ag	IL-2 act	PI5P4Ka inh	HEK293 tox	DRD3 antagonist
O=C(COc1ccccc1)N1CCN(C(=O)Cc2ccccc2)CC1	6	4%	1%	7%	-9%	-2.4	-7	-6%	10
COc1ccc(/C=C/C(=O)OCC(=O)Nc2nnc(-c3ccccc3)o2)c(OC)c1	2	-7%	-6%	-3%	-5%	-0.6	2	-3%	-4
O=C(Nc1ccccc1C(=O)O)c1cc(S(=O)(=O)N2CCOCC2)cs1	16	6%	-9%	-7%	0%	-1.3	-6	-7%	7

The list itself, from the first entry:
SMILES	D3 ag	GLP1R inv ag	PLK1 PBD block	WRN inhibitor	GLP1R ag	IL-2 act	PI5P4Ka inh	HEK293 tox	DRD3 antagonist
O=C(COc1ccccc1)N1CCN(C(=O)Cc2ccccc2)CC1	6	4%	1%	7%	-9%	-2.4	-7	-6%	10
COc1ccc(/C=C/C(=O)OCC(=O)Nc2nnc(-c3ccccc3)o2)c(OC)c1	2	-7%	-6%	-3%	-5%	-0.6	2	-3%	-4
O=C(Nc1ccccc1C(=O)O)c1cc(S(=O)(=O)N2CCOCC2)cs1	16	6%	-9%	-7%	0%	-1.3	-6	-7%	7
CCCCN(CCCC)c1ccc(C(=O)c2ccccc2C(=O)O)c(O)c1	-9	u	u	-9%	-5%	-0.4	x	u	-81*
CCOC(=O)Cc1nnc(Nc2cccc(O)c2)c2ccccc12	1	3%	0%	-10%	9%	0.2	-2	-3%	14
COc1ccc(CCNC(=O)CN2C(=O)C3(OCCCO3)c3ccccc32)cc1OC	12	0%	-8%	0%	2%	-2.6	x	-1%	26
CN(C(=O)Nc1ccc(S(=O)(=O)N(C)C)cc1)C1CCCCC1	1	-28%	-3%	3%	-5%	2.1	-2	2%	u
CC(C)=NNc1nc(-c2ccccc2)c(C)s1	-10	-23%	21µM*	-6%	5%	0.4	-3	-37%	-3
CC[C@H](C)[C@H](NC(N)=O)C(=O)Nc1ccc(OC)c(Cl)c1	-7	3%	-9%	2%	-1%	1.4	0	17%	-1
Cc1ccc(C(=O)ONC(=O)c2ccc(Cl)cc2)cc1[N+](=O)[O-]	2	1%	-13%	-8%[57.1 µM]	-5%	-2.8	6	5%	3
O=S(=O)(Nc1ccc(Cc2ccncc2)cc1)c1ccc(Br)s1	3	0%	-5%	-6%	2%	-3.3	-1	11%	-25
CC(C)CC(O)C1CCN(C(=O)CCc2nnc(-c3ccc4c(c3)OCO4)o2)CC1 (configuration not stated)	18	10%	-9%	-29%	2%	-1.4	1	-8%	-4
CCCCCCCCN1[C@@H](CC(=O)O)c2cc(C(F)(F)F)ccc2S1(=O)=O	13	-15%	-20%	-8%	5%	-0.3	0	2%	5
COc1ccc(C(=O)O/N=C(\N)c2ccccn2)cc1[N+](=O)[O-]	1	31%[activator]	2%	0%	-1%	0.1	-1	-10%	11
COc1ccc(NC(C)=O)cc1NC(=O)c1ccc(C#N)cc1	1	8%	3%	-2%	-4%	1.5	1	1%	-9
Cc1ccc(S(=O)(=O)N2[C@@H](c3ccccc3F)C(C(=O)O)=CC[C@H]2c2cccc(Cl)c2)cc1	1	-14%	-19%	5%	5%	-0.6	0	4%	u
COc1ccc(C(=O)c2oc3ccccc3c2NC(=O)c2ccc(F)cc2)cc1	-15	14%	x	x	-2%	x	x	65%[activator]	x
COc1cccc(-c2nc3ccc(O)cc3c(=O)o2)c1	2	11%	-6%	-28%	-6%	-0.4	5	-8%	6
O=P1(O)CC2=C(CC=CC2)C1	-12	8%	3%	11%	4%	-0.1	-6	1%	-29
COCCN(C(=O)c1ccc(C)c(S(=O)(=O)N2CCOCC2)c1)c1c(N)n(CC(C)C)c(=O)[nH]c1=O	-7	0%	-6%	u	10%	-3.4	-10	6%	-19
C[C@H]1C(=O)N(C)CCN1C(=O)c1ccc(OC2CCN(CCc3ccccc3)CC2)cc1	2	3%	1%	4%	-5%	1.2	3	1%	-7
CC(=O)Nc1ccc(S(=O)(=O)NNC(=O)c2ccc3c(c2)OCO3)cc1	1	19%	0%	22%	-5%	-0.2	2	0%	6
COC(=O)c1cccc(NC(=S)Nc2ccc(Cl)c(Cl)c2)c1	-14	u	-20%	2%	8%	-0.9	-3	-3%	5
O=C(COc1ccc(Cl)cc1Cl)NCCCn1ccnc1	1	u	-9%	0%	-6%	-0.8	2	-1%	-14
CCc1cccc(C)c1N(C(=O)Cn1c(CO)nc2ccccc21)C(C)COC (configuration not stated)	-4	u	-3%	-2%	8%	-3.1	-1	-11%	-24
Cc1cc(C)c(C#N)c(Sc2nc(C)c([N+](=O)[O-])c(C)c2C#N)n1	-6	u	u	-20%	-17%	-0.6	6	u	0
COc1cc2c(cc1OC)CN(C(=O)/C=C/c1cccc([N+](=O)[O-])c1)CC2	13	-11%	-9%	-5%	8%	1.7	-2	-7%	-8
COc1cc(OC)nc(NC(=O)NS(=O)(=O)c2ccc(F)cc2)n1	-7	5%	-7%	2%	15%	0.5	1	3%	-3
CC(=O)Nc1ccc(C(=O)N2CCN(S(=O)(=O)c3ccc4c(c3)OCCCO4)CC2)cc1	-1	-2%	-15%	8%	-7%	0.1	-2	9%	-5
CON/C=C(\C=Nc1ccc(F)cc1)c1ncc(C(F)(F)F)cc1Cl	0	-5%	2%	3%	-12%	-0.7	4	4%	0
COc1cccc(Cn2cnc3c(sc4nc(C)cc(C)c43)c2=O)c1	2	7%	1%	-9%	6%	6.3	-5	8%	3
BrCCOCCOc1ccc2ccccc2c1	-4	22%	1%	5%	0%	0.4	6	-4%	17
COc1ccc(OC)c(-c2c(=O)n(OCc3ccccc3Br)c3ccccc3[n+]2[O-])c1	-7	-23%	-11%	-8%	21%	-0.2	2	-19%	-3
CC1C(=O)C(C)C(c2ccc(O)cc2)NC1c1ccc(O)cc1 (configuration not stated)	2	10%	-1%	-1%	7%	-1.1	-1	-24%	10
O=C1CCCc2ccccc2N1Cc1cccc(F)c1	-3	u	0%	-1%	4%	-0.5	5	1%	5
O=C(COC(=O)c1ccccn1)Nc1ccc(S(=O)(=O)N2CCOCC2)cc1	3	-3%	0%	9%	-15%	0.8	-12	-12%	-6
O=C(CSc1n[nH]c(-c2ccccc2Br)n1)NC(=O)NCc1ccco1	1	2%	-7%	-22%	0%	0.9	x	-1%	7
O=C(Cn1cccc1)Nc1ccc(F)cc1F	-14	9%	-9%	7%	1%	-1.5	x	6%	60
Cc1ccc([C@@H]2[C@@H]3C(=O)N(C)C(=O)[C@@H]3[C@]3(C)C(=O)N(CC4CC4)CC(=O)N23)o1	17	18%	-17%	4%	-6%	0.8	-4	-3%	-28
CCN(C(=O)COC(=O)c1cc(S(=O)(=O)N2CCOCC2)ccc1F)C1CCS(=O)(=O)C1 (configuration not stated)	10	14%	-8%	1%	-2%	-3.4	10	2%	14
O=C(CNS(=O)(=O)c1ccc(Br)s1)NC1CCCc2ccccc21 (configuration not stated)	-4	u	1%	4%	3%	-1.3	0	0%	15
C[C@H]([C@H](O)c1ccccc1)N(C)C(=O)CN	15	18%	-7%	2%	-2%	-1.9	-1	0%	-15
CCC(=O)N1N=C(c2c(O)n(C)c(=O)n(C)c2=O)CC1c1ccccc1 (configuration not stated)	-2	-22%	-2%	-2%	-7%	0.2	4	2%	4
Cc1cc(Cn2nc(-c3ccccc3)cc2C(=O)NCc2cccs2)on1	1	u	3%	1%	-2%	0.1	1	-5%	-2
COC(=O)c1ccc(CN2CCN(C3CCCCC3)C(CCO)C2)cc1 (configuration not stated)	-6	7%	-4%	-5%	6%	-0.5	0	-2%	7
CCC(C)C(NC(=O)C1CCC(C)CC1)C(=O)Nc1ccc(OC)cc1 (configuration not stated)	0	11%	30µM*	12%	4%	-2.8	-12	9%	4
Cc1cc(C(=O)Nc2cnc3ccccc3c2)ccc1[N+](=O)[O-]	-1	15%	-7%	-28%[57.1 µM]	1%	2.2	3	0%	5
CCCCNC(=O)c1cc2cccc([N+](=O)[O-])c2[nH]1	-9	u	-14%	-4%	7%	-0.7	-3	-8%	-9
O=C(CN1CCN(c2ccccc2)CC1)c1ccc2cc[nH]c2c1	2	-26%	-10%	7%	9%	-2.6	-4	-12%	-63*
Cc1ccc(/C=C/C(=O)NCCCn2ccnc2)cc1	14	-17%	-10%	3%	10%	-2.4	9	7%	-9
Clc1cccc(Cl)c1Cn1nnc(-c2cccs2)n1	-19	-13%	-4%	-5%	13%	-4.0	x	-9%	-12
O=C(NC1CCCC1)c1cccc(S(=O)(=O)N2CCCCC2)c1	9	-17%	3%	-1%	20%	0.8	9	20%	-10
O=C(OC(C(=O)Nc1cc(Cl)cc(Cl)c1)c1ccccc1)C1=COCCO1 (configuration not stated)	2	u	7%	-15%	-5%	7.3	13	-4%	19
CCOc1ccc(C(=O)Nc2cc(-c3nc4ccccc4[nH]3)ccc2C)cc1[N+](=O)[O-]	1	u	4%	-11%	-4%	-0.5	-7	-9%	13
Cc1ccc2nc(SCC(=O)N3CCCCC3)nc(=O)n2c1	5	5%	9%	0%	4%	-1.0	3	-9%	0
O=C(CSc1ncccc1C(=O)O)NC12CC3CC(CC(C3)C1)C2	1	3%	-9%	-6%	3%	-0.1	-4	-15%	4
CCCCNc1c(-c2cccc(-c3cc(C(C)=O)cs3)c2)nc2ccc(C)cn12	13	u	-7%	-13%	-14%	-0.7	-11	-13%	81
Cc1noc(NC(=O)c2ccc(Cl)c(Cl)c2)c1Cl	-1	-14%	-15%	-16%	-1%	-2.0	-9	-16%	1
COc1ccccc1NC(=O)CSc1ncn[nH]1	9	6%	-3%	-12%	0%	-0.1	-4	-2%	20
O=C(c1ccc(F)cc1)N1CCN(C(=O)c2cccnc2)CC1	1	12%	-2%	-1%	-3%	0.1	1	-5%	-7
COC(=O)c1ccc(CSc2nc3ccccc3[nH]2)o1	0	22%	-13%	0%	7%	-2.3	-3	13%	12

Compound activity from PubChem BioAssay.
